KCNQ2 block = KCNQ2 potassium channel inhibitors, primary screen, cell-based, CHO-K1, FluxOR thallium flux, B-score (AID 2156); B-score at 10 µM; O88943; 310,000 tested, 1.1% active; 20 min; active compounds read low;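 active = fluorescence ratio B-score at most minus 3 library SDs, with starting brightness B-score within 2 library SDs, cut at about -5.5 in these data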
Kir21 inh = blocks the mouse Kir2.1 inward-rectifier potassium channel; 310,000 tested, 0.85% active; B-score at 10 µM; P35561; HEK293-Kir2.1, FluxOR thallium flux fluorescence; active compounds read low;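 active = fluorescence ratio B-score at or below minus 3 SD of library scores, with starting-brightness B-score within 2 SD, cut at about -4.2 in these data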;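 note: channel flux triggered by added potassium and thallium sulfate stimulus; B-score of peak minus minimum fluorescence over baseline after thallium stimulus; more negative B-score means stronger Kir2.1 block with less thallium influx; some compounds called inactive have numbers as strong as hits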
Target sequence (P35561 whole entry, looked up): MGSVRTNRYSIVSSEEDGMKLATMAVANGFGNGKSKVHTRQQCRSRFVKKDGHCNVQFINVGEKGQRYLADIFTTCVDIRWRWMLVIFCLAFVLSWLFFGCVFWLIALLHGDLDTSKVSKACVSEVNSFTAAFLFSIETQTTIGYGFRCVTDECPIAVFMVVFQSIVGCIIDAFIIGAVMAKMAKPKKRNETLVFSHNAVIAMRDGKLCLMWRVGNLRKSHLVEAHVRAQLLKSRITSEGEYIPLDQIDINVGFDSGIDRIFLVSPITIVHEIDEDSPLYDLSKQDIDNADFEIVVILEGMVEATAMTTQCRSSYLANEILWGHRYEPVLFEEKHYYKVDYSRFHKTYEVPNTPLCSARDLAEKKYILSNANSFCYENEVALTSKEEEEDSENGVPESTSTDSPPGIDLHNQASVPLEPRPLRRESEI
Active calls of the source: *; i = inactive.

SMILES	KCNQ2 block	Kir21 inh
Cc1ccccc1C(=O)N1CCN(c2ccc(NC(=O)c3cccc(OC(C)C)c3)cc2)CC1	i	-0.05
O=C1CCCN1c1ccc(S(=O)(=O)N2CCC(c3ccccc3)CC2)cc1	i	0.84
COc1ccc(C2CC(=O)CC(=O)C2n2cncn2)cc1 (stereo not drawn)	i	3.12
O=C(NNC(=O)C12CC3CC(CC(O)(C3)C1)C2)c1ccccc1O	i	0.16
CCCc1cc(Nc2ccccc2C)n2ncnc2n1	i	-0.38
O=C(COc1cccc2ccccc12)N/N=C/c1ccncc1	i	-0.07
Cc1ccc(CNC(=O)c2ccc(S(=O)(=O)N(C)C)cc2)n1C	i	1.62
O=C(Nc1nc(-c2cccs2)cs1)c1ccc(S(=O)(=O)N2CCCC2)cc1	i	0.57
COc1ccc(-c2c(C)nc(N)nc2-c2ccc(OCc3ccc(C)cc3)cc2O)cc1OC	i	0.74
C=CCOC(=O)CCC(=O)Nc1cccc2ccccc12	i	1.23
COc1ccc(OCC(O)CNCCOc2ccccc2OC)c(C(C)(C)C)c1 (stereo not drawn)	i	-3.52
COc1cc(NC(=O)Cc2ccccc2OC)cc(OC)c1	i	-0.17
COC(=O)c1ccccc1Oc1cnc2ccccc2n1	i	1.72
O=C(CCCOc1ccccc1)NN1C(=O)NC2(CCCCC2)C1=O	i	-0.66
CC(=O)c1cccc(N(C(=O)CNC(=O)c2ccco2)C(C(=O)NCc2ccco2)c2ccccc2)c1 (stereo not drawn)	i	-0.17

SMILES	KCNQ2 block	Kir21 inh
CNC(=O)COc1ccc(S(=O)(=O)N2CCCC2)cc1	i	-0.53
CC(C)c1ccc(OCC(=O)N(Cc2ccccc2)c2ccccn2)cc1	i	0
O=C(CN1CC[n+]2c(-c3cccs3)csc21)c1ccc(-c2ccccc2)cc1	i	-0.69
COc1ccc(S(=O)(=O)N2CCC(C(=O)NC3(C)CCS(=O)(=O)C3)CC2)cc1OC (stereo not drawn)	i	1.38
CCc1ccc(N(C(=O)CCC(=O)Nc2cc(C)on2)C(C(=O)NC2CCCC2)c2ccco2)cc1 (stereo not drawn)	i	-0.73
COC(=O)C1C(c2ccccc2)NC(=O)NC1(O)C(F)(F)Cl (stereo not drawn)	i	0.14
CN(CC1COc2ccccc2O1)C(=O)c1ccc(N(C)C)cc1 (stereo not drawn)	i	-0.98
O=C(NCc1ccccn1)c1cc(-c2ccc(-c3ccccc3)cc2)nc2ccccc12	i	0.4
C/C(CS(=O)(=O)c1ccc(Cl)cc1)=N/NC(N)=S	i	0.4
COc1ccc(C(=O)N2CCC(CCC(=O)Nc3cccc(C)c3)CC2)cc1	i	0.3
COc1cccc2cc(C(=O)N(Cc3cccs3)CC3CCCO3)c(=O)oc12 (stereo not drawn)	i	1.69
O=C(NCC1CC1)c1onc(CSc2nc3ccccc3[nH]2)c1C(=O)NCC1CC1	i	-1.28
CN1CCc2nc(NC(=O)c3cccc(OC(F)F)c3)sc2C1	i	0.6
COc1ccc(OC)c(C2C(C#N)=C(N)Oc3c2c(C)nn3-c2ccc(C)cc2)c1 (stereo not drawn)	i	-1.86
CCC(=O)C1CCCN(C(=O)c2cccc(OC3CCN(S(C)(=O)=O)CC3)c2)C1 (stereo not drawn)	i	1.17

Grouped by structure, the compounds so far containing a halogen
SMILES	KCNQ2 block	Kir21 inh
COC(=O)C1C(c2ccccc2)NC(=O)NC1(O)C(F)(F)Cl (stereo not drawn)	i	0.14
C/C(CS(=O)(=O)c1ccc(Cl)cc1)=N/NC(N)=S	i	0.4
CN1CCc2nc(NC(=O)c3cccc(OC(F)F)c3)sc2C1	i	0.6

A few values from above.
In Kir21 inh, COc1ccc(C2CC(=O)CC(=O)C2n2cncn2)cc1 (stereo not drawn) is listed with 3.12
In Kir21 inh, COc1ccc(-c2c(C)nc(N)nc2-c2ccc(OCc3ccc(C)cc3)cc2O)cc1OC is listed with 0.74
In Kir21 inh, O=C(CCCOc1ccccc1)NN1C(=O)NC2(CCCCC2)C1=O is listed with -0.66

Next part
SMILES	KCNQ2 block	Kir21 inh
CC(C)c1onc(C(=O)NC2CCCC2)c1[N+](=O)[O-]	i	1.11
COc1ccccc1N1CCN(c2ncc(C(=O)N3CCN(c4cccc(Cl)c4)CC3)c3ccccc23)CC1	i	1.46
N#CC(C(=O)OC1CCCCC1)c1nc2ccccc2nc1N1CCOCC1 (stereo not drawn)	i	-0.02
CC1Nc2ncnc(N3CCN(c4ccccc4)CC3)c2N(Cc2ccccc2)C1=O (stereo not drawn)	i	-0.05
CCc1ccccc1N(CC(=O)N1CCN(c2ccc(F)cc2)CC1)S(C)(=O)=O	i	-0.24
CCCOc1ccc(C(=O)C(CN2CCOCC2)c2ccccc2)cc1 (stereo not drawn)	i	-0.27
CCOC(=O)c1cc(S(=O)(=O)N2CCN(Cc3ccccc3)CC2)cn1C	i	-0.17
Cc1cccc([C@@H]2[C@@H]3C(=O)N(Cc4ccccc4)C(=O)[C@@H]3[C@]3(Cc4ccc(Cl)cc4)C(=O)N(c4cccc(Cl)c4)C(=O)N23)c1	i	1.54
CCNC(=O)NC(=O)CN(C)c1ccccc1	i	0.19
Cc1sc(-c2ccncc2)nc1OC(=O)c1ccccc1	i	-0.04
O=C(C1CCN(S(=O)(=O)c2ccc3ccccc3c2)CC1)N1CCN(c2ncccn2)CC1	i	-0.04
COc1ccc(NC(=O)COc2ccc(C)cc2)c([N+](=O)[O-])c1	i	-1.71
CCOC(=O)c1ccc(NC(=O)CCn2nnc3ccccc32)cc1	i	0.23
Cc1cc(-c2csc(Nc3ccccn3)n2)ccc1F	i	0.94
Cc1cc(C)nc(SCC(=O)N/N=C/C=C/c2ccccc2)n1	i	1.1

SMILES	KCNQ2 block	Kir21 inh
COc1ccccc1NC(=O)CSc1nnc(CC(=O)Nc2ccccc2F)n1C	i	0.01
N/C(=N\OC(=O)COc1ccccc1Cl)c1ccc(Cl)cc1	i	-1.06
Cc1ccc(S(=O)(=O)N(CC(=O)N/N=C\c2cccs2)c2cccc3cccnc23)cc1	i	2.35
Cc1ccc(NS(=O)(=O)c2ccc(OCC(N)=O)cc2)cc1	i	-1.82
CCOc1ccc(-c2c(C(=O)N/N=C/c3ccco3)nnn2-c2nonc2N)cc1	i	3.14
COc1ccc(NC(=O)CSc2nc(C)cc(C)n2)c([N+](=O)[O-])c1	i	-2.24
Cc1[nH]n(-c2ccccc2)c(=O)c1/C=N/NC(=O)C(C)C	i	2.98
Cc1sc2nc(SCC(=O)NCc3ccco3)n(CCc3ccccc3)c(=O)c2c1C	i	0.56
COc1ccc(CN2CCN(c3cccc(C)c3C)CC2)cc1OC	i	-0.12
Cc1ccc(S(=O)(=O)N(C)C)cc1NC(=S)Nc1ccc2[nH]c(=O)[nH]c2c1	i	-0.59
COc1ccc(C(=O)N2CCC(C(=O)N3CCN(Cc4ccccc4)CC3)CC2)cc1	i	0.07
CCOC(=O)CSC1=C(C#N)C(c2ccc(Cl)cc2)CC(=O)N1 (stereo not drawn)	i	-8.82*
Cc1ccc(OCCCC(=O)N2CCOCC2)cc1	i	-0.15
COc1ccccc1CNC(=O)Nc1cccs1	i	0.26
CN1C(=O)C(O)(c2nnc(-c3ccccc3)o2)c2ccccc21 (stereo not drawn)	i	-1.43

Full records from above. Order of screens: KCNQ2 block | Kir21 inh
Cc1ccc(S(=O)(=O)N(C)C)cc1NC(=S)Nc1ccc2[nH]c(=O)[nH]c2c1 across the screens: i | -0.59
COc1ccccc1CNC(=O)Nc1cccs1 across the screens: i | 0.26
Cc1ccc(S(=O)(=O)N(CC(=O)N/N=C\c2cccs2)c2cccc3cccnc23)cc1 across the screens: i | 2.35
Cc1ccc(NS(=O)(=O)c2ccc(OCC(N)=O)cc2)cc1 across the screens: i | -1.82
N/C(=N\OC(=O)COc1ccccc1Cl)c1ccc(Cl)cc1 across the screens: i | -1.06

Next records
SMILES	KCNQ2 block	Kir21 inh
CN(C)S(=O)(=O)c1cccc(NC(=O)NCCCl)c1	i	-0.35
O=C(c1ccc2c(c1)N(Cc1ccccc1)CCS2)N1CCOCC1	i	-2.25
COc1ccc(C)cc1NC(=O)Nc1ccc(C(=O)N2CCCC2)cc1	i	0.05
CC(Sc1ccc(Cl)cc1)C(=O)NCc1ccc2c(c1)OCO2 (stereo not drawn)	i	-3.81
CCNc1ccc(C(=O)OCC)cc1NC(=O)c1cccc(S(=O)(=O)N2CCOCC2)c1	i	2.21
O=C1CC(c2ccccc2)c2cccc(F)c21 (stereo not drawn)	i	-0.98
O=C(Nc1ccc(F)cc1)c1nc[nH]c1C(=O)O	i	-0.39
Cc1cc(C)c(NC(=O)/C=C\C(=O)O)c(Cl)c1	i	1.1
CC1(C)C2CCC1(C)C(OC(=O)CNc1ccccc1)C2 (stereo not drawn)	i	0.37
N#Cc1nc(-c2ccc(F)cc2)oc1NCCN1CCOCC1	i	0.47
O=C(NCc1ccccn1)C1CC(c2ccccc2O)=NO1 (stereo not drawn)	i	-1.48
CC(=O)N=c1sc(S(N)(=O)=O)nn1C	i	-0.3
CC(C)OP(C)(=O)CN1CCN(CP(C)(=O)OC(C)C)CC1 (stereo not drawn)	i	-0.43
COc1ccccc1NC1C=CS(=O)(=O)C1 (stereo not drawn)	i	0.78
O=C(Nc1ccc(-n2cnnn2)cc1)C1CCCCC1	i	0.36

SMILES	KCNQ2 block	Kir21 inh
CCOC(=O)c1nc(Nc2ccccc2CC)c2ccccc2n1	i	-0.95
Cc1cc(C)nc(SCc2nnc(SCC(=O)Nc3nc(-c4ccccc4)cs3)n2-c2ccccc2)n1	i	0.06
CC(C)Cc1ccc(C(=O)NCCOc2ccccc2)o1	i	-1.56
Cc1ccc(Oc2ncccc2C(=O)NCC(=O)O)cc1	i	2.91
CN[C@H]1CC[C@@H](c2ccc(Cl)c(Cl)c2)c2ccccc21	i	-6.25*
COc1ccc(CC(=O)NNC(=S)NC(=O)c2cccnc2)cc1	i	-0.18
O=C(O)CC(NS(=O)(=O)Cc1ccccc1)c1cccc([N+](=O)[O-])c1 (stereo not drawn)	i	2.63
C=CCOc1ccc(C2NC(=S)NC3=C2CCc2ccccc23)cc1 (stereo not drawn)	i	0.31
CCN(Cc1nc(-c2ccc(OC)cc2)no1)C(=O)c1ccoc1C	i	0.18
O=C(NCc1nc2ccccc2[nH]1)C1=C[C@H](C2CCCCC2)C[C@H](OCCCCO)O1	i	-0.05
O=C(CSc1nnc(C2CCCCC2)o1)N1CCCCC1	i	1.52
O=C(CCN1CCOCC1)N1CCCC(Nc2ccc(F)cc2)C1 (stereo not drawn)	i	0.01
C/C(=N\NC(=O)C1CC1c1ccccc1)c1cccc([N+](=O)[O-])c1 (stereo not drawn)	i	0.02
O=C(Cc1cccs1)N(c1ccccc1)C1C=CS(=O)(=O)C1 (stereo not drawn)	i	1.28
O=c1cc(CSc2nnnn2-c2ccccc2)nc2scc(-c3ccccc3)n12	i	0.05

SMILES	KCNQ2 block	Kir21 inh
O=C(Nc1cccc(F)c1)C1CCN(c2nnnn2-c2ccccc2)CC1	i	0.81
CC(C)(C)c1ccc(Cc2n[nH]c(=S)[nH]c2=O)cc1	i	0
c1ccc2c(CNCCN3CCOCC3)cccc2c1	i	-0.28
N#Cc1nc(COc2ccc(-c3ccccc3)cc2)oc1NCc1cccnc1	i	2
Cc1[nH]c2ccccc2c1C(=O)COC(=O)C1CC(=O)N(Cc2ccco2)C1 (stereo not drawn)	i	0.11
CCOC(=O)C1=C(C)N2C(=C(C#N)[C@@H]1c1ccc(C(=O)OC)cc1)SC[C@@]2(O)C(C)(C)C	i	-1.46
COC(=O)c1c(NS(=O)(=O)Cc2ccccc2)sc2c1CCCC2	i	-0.48
CC(=O)Nc1ccc(C(=O)N/N=C/c2ccccc2OC(=O)c2ccc(Cl)cc2)cc1	i	0.35
COc1ccc(OC)c(CCNC(=O)Cn2cccc2C(=O)c2ccccc2)c1	i	1.06
Cc1onc(-c2ccccc2)c1CNC(=O)Nc1ccc(F)cc1F	i	-1
CCCn1c(SC(C)C(=O)O)nc2ccccc21 (stereo not drawn)	i	0.14
Cc1ccc(NC(=O)NC2CCN(S(=O)(=O)c3ccc(F)cc3)CC2)cc1	i	0.6
Cc1[nH]c2ccccc2c1C(=O)NS(=O)(=O)Nc1ccc(F)cc1	i	0.32
CS(=O)(=O)Nc1ccc(Cc2ccc(NS(C)(=O)=O)cc2)cc1	i	0.01
CSc1ccccc1NC(=O)COC(=O)c1ccccc1O	i	-2.45

SMILES	KCNQ2 block	Kir21 inh
CN(CC(=O)Nc1cccc(F)c1)C(=O)c1ccc(-n2cncn2)c([N+](=O)[O-])c1	i	1.06
O=C(ON=C1CCN(S(=O)(=O)c2ccccc2)CC1)c1ccc(Cl)cc1	i	-0.79
COc1ccc(CNC(=O)CN(C)Cc2ccc(C(C)(C)C)cc2)cc1	i	-0.06
CNC(=O)CN(C)S(=O)(=O)c1ccc(F)cc1	i	0.54
COc1cc(NC(=O)CCCNC(=O)c2ccc(Cl)cc2)cc(OC)c1OC	i	-0.67
Cc1cc(Nc2ccc(Cl)cc2)n(-c2cccc(Cl)c2)n1	i	0.12
O=c1c(Cl)c(Cl)cnn1Cc1nnc(-c2ccccc2Br)o1	i	0.12
Cc1ccc(-c2csc3ncn(CC(=O)N4CCOCC4)c(=O)c23)cc1C	i	-0.68
N#Cc1nc(COc2ccc(Cl)cc2)oc1NCc1ccc2c(c1)OCO2	i	0.57
CCN(CC)CCNC(=O)CNC(=S)N(CCCN1CCOCC1)Cc1cccs1	i	-0.58
